# RAD52 anneal inh = blocks human RAD52 DNA annealing. P43351. recombinant RAD52 DNA annealing, FRET fluorescence. inhibition, % at 18.7 µM. 0.46% of 360,000 active;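 active = every replicate showing at least 50% inhibition; inconclusive = mean inhibition at least 50% but not in every replicate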
# XiGFP reactiv = X-chromosome reactivation activator | XiGFP mouse fibroblasts, % GFP-positive cells imaging, 3 d; cells co-treated with 5-aza-dC sensitizer; scaled so ellipticine positive control = 100% | activation, % at 7.58 µM | 0.055% of 360,000 active;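 active = mean normalized replicate activation at least 10% and every replicate at or above 10%; inconclusive = only one of the two criteria met; inactive = mean below 10% and not all replicates reach 10%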;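 also: 0% = median of on-plate neutral control wells and 100% = ellipticine 6 µM median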
#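 material = 68-5-11 XiGFP fibroblast line | medium = DMEM plus 5-aza-dC sensitizer | schedule = 3 days compound exposure | benchmarks = positive control ellipticine, 6 µM final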
# RAD54 inh = inhibitors of human RAD54 branch migration | Q92698 | RAD54 Holliday junction branch migration, FAM/BHQ fluorescence | 0.14% of 360,000 active | inhibition, % at 10.4 µM | AID 602329;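 active = mean normalized replicate activity at least 40 and at least half of replicates scoring 40 or more; inconclusive = only one of the two criteria met; inactive = mean below 40 and under half of replicates reaching 40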;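 also: 0% = median of neutral control wells and 100% = median of positive control wells; inhibitors cause a drop in the FAM fluorescence signal; in these data hits start at about 50%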
# S100A4 inh HTS = blocks human S100A4 binding to myosin IIA peptide. P26447. S100A4/TAMRA-MyoIIA peptide fluorescence polarization. inhibition, % at 10.7 µM. 0.14% of 360,000 active. AID 652163;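 active = mean inhibition of at least 70% across replicates, with every replicate also reaching that level; inconclusive = mean inhibition reaches 70% but some replicates fall short; inactive = mean inhibition below 70%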
# Target sequence (P26447 whole entry, looked up): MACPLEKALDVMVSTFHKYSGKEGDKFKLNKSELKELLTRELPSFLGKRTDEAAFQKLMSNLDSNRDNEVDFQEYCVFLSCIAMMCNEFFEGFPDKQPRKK
#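 Material: S100A4 monomer (human). Medium: Calcium-containing HEPES buffer, pH 7.2. Probe or stimulus: labelled myosin peptide probe, 5 nM. Compound dosing: one concentration per compound. Timing: polarization read 5 min after assay mix addition, stable 5–60 min. Benchmarks: DMSO as neutral control, TFP as positive control.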
# EWS-Fli inh = EWS/Fli transcriptional activity inhibition; AID 651661; 0.67% of 350,000 active; A673 NR0B1-luciferase reporter, viability-normalised; inhibition, % at 12.6 µM;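 active = mean inhibition of at least 50% after viability correction, with every replicate also passing that limit; inconclusive = mean reaches 50% but only one of two replicates passes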;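 also: firefly luciferase signal divided by Alamar Blue viability fluorescence both relative to DMSO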
# esBAF inh = SWI/SNF esBAF complex inhibition; mouse ES cells, Bmi1-luciferase knock-in reporter, 24 h; 100% = twice the neutral-well signal; reporter increase, % at 12.5 µM; 2% of 350,000 active; AID 602393; in the data active = activation above about 40%; inconclusive = no clear call, values can overlap the other calls;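 also: 0% = median of the plate's neutral control wells and 100% = double that signal; a rise in the Bmi1 reporter signal indicates esBAF inhibition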
# FN deposition inh = fibronectin deposition inhibition | 0.086% of 350,000 active | AH1F fibroblasts, Alexa488-fibronectin deposition fluorescence, overnight | inhibition, % at 12.6 µM;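 active = mean inhibition across replicates of 30% or more, regardless of how many single replicates reach that level; inconclusive = mean under 30% yet at least half of replicates reach 30%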;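 also: positive control wells lacked labelled fibronectin entirely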
#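 Assay system: AH1F fibroblasts assembling fluorescent fibronectin matrix; Amount: 10000 AH1F cells per well; Buffer or medium: DMEM, 2% serum; Probe or stimulus: Alexa488-fibronectin, 24 nM final in well; Doses: single compound dose, delivered by pin transfer; Incubation: 1 h adhesion, overnight exposure; Measured by: fluorescence 485/525 nm; Read-out: fibronectin deposition inhibition.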
# E-selectin induc = induces E-selectin expression in human endothelial cells | activation, % at 7.58 µM | HUVEC E-selectin immunofluorescence imaging; normalized: neutral wells 0, TNF-alpha wells 100 | 0.37% of 260,000 active | P16581;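 active = mean E-selectin-positive cell signal at least 10% of the positive control, reached in at least 60% of replicates, without over 20% cell loss; inconclusive = no rule given, readout overlaps actives, possibly toxicity-flagged; inactive = the rest, including those meeting only one limit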;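 also: in these data hits start at about 27%; measured in HUVEC primary endothelial cells; signal is the percent of cells scored E-selectin positive by PE staining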
# Target sequence (P16581 whole entry, looked up): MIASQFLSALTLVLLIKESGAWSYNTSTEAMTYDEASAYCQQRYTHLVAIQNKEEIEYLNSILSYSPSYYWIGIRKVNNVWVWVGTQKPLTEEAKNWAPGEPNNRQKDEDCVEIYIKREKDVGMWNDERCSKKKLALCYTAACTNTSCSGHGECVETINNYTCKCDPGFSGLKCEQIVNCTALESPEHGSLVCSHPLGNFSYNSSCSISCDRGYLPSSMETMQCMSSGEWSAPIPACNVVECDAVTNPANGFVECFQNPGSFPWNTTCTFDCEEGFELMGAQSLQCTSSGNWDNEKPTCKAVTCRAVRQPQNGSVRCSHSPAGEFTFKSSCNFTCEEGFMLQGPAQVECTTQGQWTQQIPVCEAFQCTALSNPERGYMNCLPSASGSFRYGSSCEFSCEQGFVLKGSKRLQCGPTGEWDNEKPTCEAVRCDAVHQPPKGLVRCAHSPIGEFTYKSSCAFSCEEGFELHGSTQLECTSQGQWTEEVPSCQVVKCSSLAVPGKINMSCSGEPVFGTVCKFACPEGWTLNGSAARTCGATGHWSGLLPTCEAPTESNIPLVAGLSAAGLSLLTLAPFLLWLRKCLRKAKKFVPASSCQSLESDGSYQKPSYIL
#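 Assay system: HUVEC, human umbilical vein endothelial cells / Amount: 3,000 HUVEC/well / Controls: TNF-alpha positive control, DMSO neutral control / Compound dosing: single concentration / Medium: EGM-2 over gelatin coat / Evaluation: percent E-selectin-positive cells / Signal: immunofluorescence imaging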
# An asterisk follows results filed as active; ? = inconclusive; . = not tested or not shown; & = joins results of further samples. The order is random; overall some 3% were active at least once.
SMILES,RAD52 anneal inh,XiGFP reactiv,RAD54 inh,S100A4 inh HTS,EWS-Fli inh,esBAF inh,FN deposition inh,E-selectin induc
O=C(Oc1c(-c2ccccc2)c(=O)n2c3c(cccc13)CC2)c1ccc(F)cc1,-7,0.0,.,9,3,.,-2,.
CC(C)NC(=O)N(C)C[C@@H]1Oc2c(NC(=O)Nc3ccccc3)cccc2C(=O)N([C@H](C)CO)C[C@H]1C,14&-4,0.3&-0.1,2&-1,10&-4,-1&-9,1&-2,17,-0.2&0.9
CN(C)C1=NC[C@H](Cc2ccccc2)N1CC1CCCCCC1,-2,0.1,1,-2,5,2,4,0.3
NC(=O)[C@@H]1CCCCNc2c(F)cc([N+](=O)[O-])cc2C(=O)N[C@@H](CCCN=C(N)N)C(=O)NCC(=O)N1,61*,0.0,10,-5,-1,4,5,-0.6
CCOC(=O)c1ccccc1NC(=O)COC(=O)CCC1CCCC1,7,0.0,-10,0,6,-2,-13,.
CO[C@@H]1CN(C)C(=O)c2cc(NC(=O)c3cc(C)on3)ccc2OC[C@H](C)N(C)C[C@@H]1C,-15,0.8,-7,-12,1,-3,.,-0.1
Cc1ccc([C@@H]2CC=C(C(=O)O)[C@H](c3ccccc3)N2S(=O)(=O)c2ccccc2C)cc1,-17,0.1,-8,-21,-7,7,-7,0.1
C[C@H]1CN([C@@H](C)CO)C(=O)c2cccc(NS(=O)(=O)c3ccccc3)c2O[C@@H]1CN(C)S(=O)(=O)c1ccc(Cl)cc1,.,-1.2,10,.,10,6,.,-0.7
O=C(Nc1ccc(F)cc1F)c1cc(=O)n(-c2ccccc2)c(=O)[nH]1,1,0.0,.,-1,1,-13,-9,0.5
O=C(O)C1CCCCC1C(=O)Nc1cccc(Br)c1 (configuration not stated),6,1.0,0,-2,-14,7,6,0.1
O=C(NC1CCC1)[C@H]1[C@H](CO)[C@H]2Cn3c(ccc(-c4cncnc4)c3=O)[C@H]2N1C(=O)NC1CCCC1,-9,0.1,1,-8,-3,0,.,0.6
CCCNC(=O)C[C@H]1C[C@@H]2c3cc(NS(=O)(=O)c4ccc(F)cc4)ccc3O[C@@H]2[C@H](CO)O1,-12,0.0,10,0,-6,6,-9,-0.3
O=C(NCCN1CCCc2ccccc21)C1CCC(=O)N(CCc2ccccc2)C1 (configuration not stated),-47,0.1,1,-2,-2,10,0,0.3
COc1ccc2c3c(n(C)c2c1)[C@@H](CO)N(CC1CC1)CC31CN(C(=O)c2cccc(F)c2)C1,-16,0.4,.,14,-7,.,.,-0.2
CCN1C(=O)CC(N2CCN(c3cccc(OC)c3)CC2)C1=O (configuration not stated),-15,0.0,-5,-2,-41,-6,-13,2.6
Cc1cccc(OCC(=O)NCc2ccncc2)c1C,-11,0.6,9,12,-7,-5,-3,0.0
O=C(CN(CC1CCCO1)C(=O)CNS(=O)(=O)c1ccc(F)cc1)NCc1ccco1 (configuration not stated),-7,0.0,.,1,9,.,2,.
CCCOc1ccc(C2=CSC3=NCCN23)cc1[N+](=O)[O-],-12,0.0,4,2,21,10,-3,?
CN1C[C@@H]2[C@H](c3ccccc31)[C@@H](CO)N2Cc1ccccc1Cl,-6,0.4,-11,2,-8,1,-11,-0.1
O=C(/C=C/[C@H]1O[C@@H](n2ccc(=O)[nH]c2=O)[C@H](O)[C@@H]1O)NCCN1CCCC1,-3,0.0,2,-6,2,2,-8,-0.1
C[C@H](CO)N1C[C@H](C)[C@H](CN(C)S(=O)(=O)c2ccc(Cl)cc2)Oc2ccc(N(C)C)cc2C1=O,7,0.5,10,7,-3,-2,.,.
COc1ccc(CCNC(=O)C2(C)CCC(=O)N2Cc2ccc(C)cc2)cc1OC (configuration not stated),-12,0.2,-14,-12,3,-5,1,-0.1
CO[C@H]1CN(C)C(=O)c2ccc(NC(=O)c3cnccn3)cc2OC[C@@H](C)NC[C@@H]1C,.,0.1,.,.,2,2,-15,-0.1
C[C@@H]1CN([C@@H](C)CO)C(=O)c2cc(Br)cnc2O[C@H]1CN(C)S(=O)(=O)c1cccs1,4&-11,0.0&0.2,2,-7&-4,-1&-4,2&-2,1&3,0.1&-0.5
CN1CCN(c2ccc(CNC(=O)c3cc4ccccc4o3)cc2)CC1,-8,0.4,.,-5,-23,.,3,-0.1

# Gathered by group, those above with four or more nitrogen atoms
SMILES,RAD52 anneal inh,XiGFP reactiv,RAD54 inh,S100A4 inh HTS,EWS-Fli inh,esBAF inh,FN deposition inh,E-selectin induc
CC(C)NC(=O)N(C)C[C@@H]1Oc2c(NC(=O)Nc3ccccc3)cccc2C(=O)N([C@H](C)CO)C[C@H]1C,14&-4,0.3&-0.1,2&-1,10&-4,-1&-9,1&-2,17,-0.2&0.9
NC(=O)[C@@H]1CCCCNc2c(F)cc([N+](=O)[O-])cc2C(=O)N[C@@H](CCCN=C(N)N)C(=O)NCC(=O)N1,61*,0.0,10,-5,-1,4,5,-0.6
CO[C@@H]1CN(C)C(=O)c2cc(NC(=O)c3cc(C)on3)ccc2OC[C@H](C)N(C)C[C@@H]1C,-15,0.8,-7,-12,1,-3,.,-0.1
O=C(NC1CCC1)[C@H]1[C@H](CO)[C@H]2Cn3c(ccc(-c4cncnc4)c3=O)[C@H]2N1C(=O)NC1CCCC1,-9,0.1,1,-8,-3,0,.,0.6
O=C(/C=C/[C@H]1O[C@@H](n2ccc(=O)[nH]c2=O)[C@H](O)[C@@H]1O)NCCN1CCCC1,-3,0.0,2,-6,2,2,-8,-0.1
CO[C@H]1CN(C)C(=O)c2ccc(NC(=O)c3cnccn3)cc2OC[C@@H](C)NC[C@@H]1C,.,0.1,.,.,2,2,-15,-0.1

# Part of the list above, limited to XiGFP reactiv and S100A4 inh HTS.
molecule | XiGFP reactiv | S100A4 inh HTS
CCOC(=O)c1ccccc1NC(=O)COC(=O)CCC1CCCC1 | 0.0 | 0
NC(=O)[C@@H]1CCCCNc2c(F)cc([N+](=O)[O-])cc2C(=O)N[C@@H](CCCN=C(N)N)C(=O)NCC(=O)N1 | 0.0 | -5
CN(C)C1=NC[C@H](Cc2ccccc2)N1CC1CCCCCC1 | 0.1 | -2

# Next section.
SMILES,RAD52 anneal inh,XiGFP reactiv,RAD54 inh,S100A4 inh HTS,EWS-Fli inh,esBAF inh,FN deposition inh,E-selectin induc
Cc1ccc(S(=O)(=O)N[C@@H]2CC[C@H](CC(=O)N3CCc4ccccc4C3)O[C@H]2CO)cc1,4,0.1,6,-4,3,3,0,-0.2
CSc1ncccc1C(=O)Nc1ccncc1,-19,0.5,12,-6,-52,-1,4,.
Cc1cc(C)n(-c2nc3ccccc3nc2Nc2ccc3c(c2)OCO3)n1,-12,-0.1,-1,0,-7,-9,2,0.4
CC1CC(C)CN(C(=O)COC(=O)c2ccc3ccccc3n2)C1 (configuration not stated),-4,0.3,0,14,1,-1,8,.
S=C(NCCCN1CCOCC1)N1CCN(c2nc(-c3ccccc3)cs2)CC1,5,0.1,-4,10,11,1,-22,0.3
CC1=C(C(=O)N2CCOCC2)CC(CC(=O)NCc2cccc3ccccc23)C(=O)N1Cc1ccc(C(C)(C)C)cc1 (configuration not stated),-2,0.0,-4,-5,-1,1,5,0.1
COCC(=O)Nc1ccc2c(c1)[C@H]1C[C@@H](CC(=O)NCc3ccccc3F)O[C@H](CO)[C@H]1O2,-3,0.2,?,17,-2,6,.,0.4
C[C@H]1CN([C@@H](C)CO)C(=O)Cc2cc(NS(=O)(=O)c3ccc(Cl)cc3)ccc2O[C@@H]1CN(C)S(=O)(=O)c1ccc(F)cc1,-5,-0.7,2,-6,-7,4,.,0.1
O=C1C2CCCN2C(=S)N1C1CCCCC1 (configuration not stated),-5,0.1,-11,2,-2,-1,1,-0.1
OC[C@@H]1[C@@H](c2ccc(C#CC3(O)CCCC3)cc2)[C@H]2CN(Cc3ccncc3)CCCCN12,3,0.2,0,-5,-12,.,.,-0.3
Cc1noc(C)c1S(=O)(=O)Nc1ccc2c(c1)C(=O)N([C@H](C)CO)C[C@@H](C)[C@@H](CN(C)C)OCCCC[C@H](C)O2,-28,0.1,4,7,-10,-1,-6,0.1
O=C1OC(c2ccccc2)=C/C1=C/N1CCOCC1,-35,.,-3,-13,-47,10,.,.
Cc1cccnc1NC(=O)C(c1ccccc1)c1ccccc1,-10,-0.1,5,5,8,1,5,.
Cc1cccc(S(=O)(=O)N2C[C@@H](O)COC[C@@H]3O[C@H](CC(=O)Nc4ccc(-c5ccccc5)cc4)CC[C@H]32)c1,14,0.2,-16,-6,4,-15,-7,0.5
CC(C)Nc1c([N+](=O)[O-])c(=O)oc2ccccc12,-14,-0.1,.,1,-5,.,-4,0.0
O=C(CSc1nc(=O)[nH]c2c1CCCC2)Nc1cc(C(F)(F)F)cc(C(F)(F)F)c1,3,0.3,0,2,0,2,-3,.
C[C@H]1CN([C@@H](C)CO)C(=O)c2cc(NC(=O)C3CC3)ccc2O[C@H]1CN(C)C(=O)Nc1ccc(F)cc1,10,0.1,-3,13,.,-9,.,0.6
C=CCn1c(=S)sc2c(=O)[nH]c(C)nc21,-17,-0.1,6,-8,-11,.,0,.
CC(C)(C)NC(=O)Cn1c(=O)n(CC(=O)NC(C)(C)C)c2ccccc21,-5,0.0,.,-6,-2,-7,2,.
CC(=O)N1CCCc2cc(S(=O)(=O)N3CCCC(C(=O)Nc4cccc(C)c4)C3)ccc21 (configuration not stated),-18,0.4,-9,-2,.,3,7,.
COc1ccccc1NC(=O)c1ccc(C(=O)Nc2ccccc2OC)nc1,-20,0.0,-3,-7,13,7,3,.
C[C@H]1CN([C@@H](C)CO)S(=O)(=O)c2ccc(/C=C/c3ccccc3)cc2O[C@@H]1CN(C)Cc1cncnc1,12,-0.2,3,4,26,-13,.,-0.1
O=C(NCCN1CCOCC1)c1cccc(S(=O)(=O)N2CCCCC2)c1,6,0.0,-4,-3,-3,.,-3,1.7
COc1ccc(NC(=O)COc2ccc(C)cc2)c([N+](=O)[O-])c1,-23,0.3,.,0,1,.,0,1.2
CCN(CC(=O)NCc1ccc(Cl)cc1)C(=O)CSc1ccccc1,7,-0.1,-3,-4,-4,2,-17,.
COc1cc2[nH]c(C(=O)NCc3ccccc3)cc2c(OC)c1OC,-16,0.1,3,-2,2,-8,6,0.0
COc1ccc(NC(=O)Cc2c(Cl)cccc2Cl)cn1,7,0.0,.,-1,2,.,.,.
COc1ccc2oc(C(=O)OCC(=O)Nc3ccc(NC(C)=O)cc3)c(C)c2c1,-12,0.0,19,-4,1,5,.,.
O=C(NCC[C@H]1CC[C@@H](NS(=O)(=O)c2ccc(Oc3ccccc3)cc2)[C@H](CO)O1)C1CC1,-5,0.5,-1,0,11,2,6,0.1
C[C@H](O)C#Cc1cnc2c(c1)C(=O)N([C@@H](C)CO)C[C@H](C)[C@@H](CN(C)CC1CCCC1)O2,-11,0.0,-2,1,-18,-5,0,-0.1

# Source: PubChem
